# FLuc counter: qHTS profiling assay for firefly luciferase inhibitor/activator using purifed enzyme and Km concentrations of substrates (counterscreen for miR-21 project) | purified FLuc, Km substrates, luminescence inhibition | AID 588342, 2011 | Potency, µM (highest dose often 57.5 µM), for inactives: at the top dose activity change, negative = inhibition, most hits filed as inhibitors | 6.9% of 360,000 active;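 note: potency is the fitted concentration of half-maximal effect; plate controls were vehicle for no effect and reference inhibitor for full effect; nearly all actives have a fitted effect of over 55% in size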
# Target sequence (P08659 whole entry, looked up): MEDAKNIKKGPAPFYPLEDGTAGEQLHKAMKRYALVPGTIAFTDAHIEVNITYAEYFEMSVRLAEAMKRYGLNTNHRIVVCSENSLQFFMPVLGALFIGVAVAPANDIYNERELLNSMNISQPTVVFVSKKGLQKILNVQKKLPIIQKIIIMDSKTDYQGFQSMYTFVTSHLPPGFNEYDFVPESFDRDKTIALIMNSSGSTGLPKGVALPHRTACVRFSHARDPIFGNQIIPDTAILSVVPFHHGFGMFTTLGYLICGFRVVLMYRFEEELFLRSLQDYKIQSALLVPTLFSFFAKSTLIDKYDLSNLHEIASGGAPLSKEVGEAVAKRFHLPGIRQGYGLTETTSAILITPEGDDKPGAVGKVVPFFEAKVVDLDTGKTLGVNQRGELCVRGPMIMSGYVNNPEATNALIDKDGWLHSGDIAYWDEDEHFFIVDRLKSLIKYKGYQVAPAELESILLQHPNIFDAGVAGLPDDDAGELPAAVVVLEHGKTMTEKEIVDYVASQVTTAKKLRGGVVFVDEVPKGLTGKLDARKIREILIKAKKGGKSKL
#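 Purified P. pyralis luciferase, 10 nM final, with Km-level 10 uM D-luciferin and 10 uM ATP in 50 mM Tris acetate pH 7.5, 10 mM Mg acetate, 0.01% Tween-20, 0.05% BSA; 6-point qHTS titration about 60 µM downward; luminescence read.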
# Rab9 prom act: qHTS Assay for Rab9 Promoter Activators; Huh7 Rab9 promoter-luciferase reporter, luminescence, 24 h; Potency, µM (top dose mostly 9.22 µM), without a hit: at the highest dose activation, negative = inhibition, actives largely listed as activators; 2.8% of 320,000 active; note: potency is the fitted concentration of half-maximal effect; % of control where 0% means no effect; nearly all actives have a fitted effect of over 60% in size
#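 Cell-based reporter: Huh7 stable for Rab9 promoter-driven luciferase, plated in reduced-serum medium with 10% FBS at 1500 cells/well, compound-treated 24 h at 37 °C, luminescence read after 10 min reagent.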
# Giardia kill: Small Molecules that selectively kill Giardia lamblia: qHTS | activity change, % at 7.66 µM, hits read low | Giardia lamblia trophozoite viability | 0.15% of 340,000 active | AID 540267, 2011; in the data active = activity change below about -80%; inconclusive = between about -30% and that limit;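 note: parasites exposed to compound for two days anaerobically before the ATP read; % is set by controls: 0 for no effect and ±100 for the full control effect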
#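 Viability, read as ATP luminescence: trophozoites at 100 cells/well, compound added, 48 hrs anaerobic at 37 deg C, then 15-30 min room-temperature development before reading.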
# PKM2 activator: qHTS Assay for Activators of Human Muscle isoform 2 Pyruvate Kinase. 0.34% of 260,000 active. purified PKM2, Kinase-Glo ATP luminescence, activation; response scale: 0% is enzyme alone, no compound. Potency, µM (doses to about 57.5 µM), for the others: top-dose activation, hits mostly activators. Pyruvate kinase PKM (Homo sapiens), P14618; note: potency is the fitted concentration of half-maximal effect; % is set by controls: 0 for no effect and ±100 for the full control effect; nearly all actives have a fitted effect of over 55% in size
# Target sequence (P14618 whole entry, looked up, canonical isoform): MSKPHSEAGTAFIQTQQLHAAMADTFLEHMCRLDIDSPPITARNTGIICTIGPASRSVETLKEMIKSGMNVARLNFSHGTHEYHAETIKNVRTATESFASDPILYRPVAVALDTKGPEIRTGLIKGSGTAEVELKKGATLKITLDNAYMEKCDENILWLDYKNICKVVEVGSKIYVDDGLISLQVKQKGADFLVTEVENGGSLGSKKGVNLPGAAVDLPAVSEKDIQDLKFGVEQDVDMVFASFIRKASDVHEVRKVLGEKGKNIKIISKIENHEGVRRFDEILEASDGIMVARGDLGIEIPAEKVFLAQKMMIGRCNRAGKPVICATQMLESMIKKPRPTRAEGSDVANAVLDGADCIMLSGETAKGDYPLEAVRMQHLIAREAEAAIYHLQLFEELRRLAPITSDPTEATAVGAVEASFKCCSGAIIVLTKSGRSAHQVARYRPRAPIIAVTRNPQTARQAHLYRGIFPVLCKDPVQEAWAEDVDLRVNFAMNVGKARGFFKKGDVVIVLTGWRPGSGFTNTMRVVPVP
#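 hPK-M2, >95% pure; 0.1 mM ADP / 0.5 mM PEP final; imidazole pH7.2 buffer w/ 7 mM MgCl2, 50 mM KCl; 1 h RT; Kinase-Glo lum. Intermediate enzyme activity for dual inhibitor/activator qHTS.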
# BRCA1 expr act: qHTS Assay to Identify Small Molecule Activators of BRCA1 Expression | 1.1% of 380,000 active | MCF7-BRCA1-FFLuc reporter, luminescence, 48 h; response scale: scaled: vehicle 0%, 10 µM genistein 100% | Potency, µM (top dose mostly 46.1 µM), inactives show at the highest dose activation, most hits filed as activators; note: potency is the fitted concentration of half-maximal effect; nearly all actives have a fitted effect of over 80% in size; some results filed as inactive show a strong effect at the top dose
#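 Using MCF7 cells harboring a BRCA1 firefly luciferase reporter, plated 2 h before compound pinning, the screen measured luminescence after 48 h incubation. Responses were normalized to DMSO and 10 microM genistein, then fitted for concentration-effect.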
# NPC1 prom act: qHTS Assay for NPC1 Promoter Activators; Huh7 NPC1 promoter luciferase reporter, 24 h; Potency, µM (top dose mostly 9.22 µM), for inactives: top-dose activation, hits mostly activators; 2.4% of 320,000 active;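 note: potency is the fitted concentration of half-maximal effect; % of control where 0% means no effect; nearly all actives have a fitted effect of over 60% in size; reporter is driven by a mutant NPC1 promoter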
#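 Stable NPC1-promoter luciferase Huh7 line; cpd (DMSO) 24 h, 37 °C, 5% CO2; Amplite luciferase reagent 10 min RT; luminescence readout. qHTS format.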
# p53 reactivation: qHTS assay for re-activators of p53 using a Luc reporter; Potency, µM (series often up to 92.2 µM), for inactives: top-dose activity change, positive = activation, usual class: activators; 0.063% of 320,000 active; H1299 p53-A138V BP100-luciferase reporter, luminescence, 24 h; AID 504706, 2011; note: potency is the fitted concentration of half-maximal effect; % of control where 0% means no effect; nearly all actives have a fitted effect of over 45% in size
#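 p53-null H1299 cells stably carrying temperature-sensitive p53-A138V and a BP100-luciferase reporter were pinned with compounds (4-point, 1:5 series) and held 24 hrs at 37 deg C. Luminescence was read 10 min after detection reagent.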
# Menin-MLL TR inh: qHTS Assay for Inhibitors Targeting the Menin-MLL Interaction in MLL Related Leukemias: Competition With Texas Red Labeled MLL-derived Mutant Peptide; O00255; Menin + Texas Red MLL mutant peptide, fluorescence polarization; Potency, µM (series often up to 61.6 µM), inactives show top-dose FP activity change, negative = inhibition, hits mostly inhibitors; 0.23% of 270,000 active; active = well fitted inhibition curve with a large enough effect in the polarisation, with a control signal flat, not every such curve was filed as active; inconclusive = small, poorly fitted or top-dose-only effect, or effect the other way, or a change in a side signal; inactive = no such curve, though single readings can be large or run the other way; the % refers to the polarisation; note: potency is the fitted concentration of half-maximal effect; % of control where 0% means no effect; many of its hits are not listed in these tables
# RORg inh: qHTS for inhibitors of ROR gamma transcriptional activity; Drosophila S2 Gal4-RORgamma UAS-luciferase reporter, 20 h; Potency, µM (top dose mostly 53.6 µM), for inactives: at the top dose activity change, negative = inhibition, most hits filed as inhibitors; Nuclear receptor ROR-gamma (Mus musculus), P51450; 5.4% of 310,000 active; AID 2551, 2010; note: potency is the fitted concentration of half-maximal effect; % is set by controls: 0 for no effect and ±100 for the full control effect; nearly all actives have a fitted effect of over 60% in size
#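 Drosophila S2 cells stably expressing Gal4-DBD/mouse RORγ fusion under metallothionein promoter plus UAS-luciferase; compound 1 h, then 700 uM CuSO4 induction for 20 h at ambient temperature; inhibition read as reduced luminescence.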
# Gal4-VP16 FLuc: VP16 counterscreen qHTS for inhibitors of ROR gamma transcriptional activity; Drosophila S2 Gal4-VP16 UAS-luciferase, luminescence, 20 h; Potency, µM (series often up to 53.6 µM), inactives show at the top dose activity, negative = inhibition, actives largely listed as inhibitors; 3.5% of 310,000 active;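 note: Gal4-VP16 expression switched on by copper sulfate through the metallothionein promoter; potency is the fitted concentration of half-maximal effect; % is set by controls: 0 for no effect and ±100 for the full control effect; nearly all actives have a fitted effect of over 50% in size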
# ELG1 genotoxic: qHTS screen for small molecules that induce genotoxicity in human embryonic kidney (HEK293T) cells expressing luciferase-tagged ELG1. HEK293T ELG1-luciferase reporter, luminescence, 16 h. Potency, µM (titrated, usually from 46 µM), for inactives: top-dose activity change, positive = activation, most hits filed as activators. 1.3% of 330,000 active. AID 504466, 2011; note: potency is the fitted concentration of half-maximal effect; % of control where 0% means no effect; nearly all actives have a fitted effect of over 60% in size
#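 16 hr compound incubation (37 °C, 5% CO2) of HEK293T cells carrying luciferase-tagged ELG1; luciferase then measured by ONE-Glo luminescence after 30 min at RT.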
# An asterisk follows results filed as active; ? = inconclusive; nt = no result given; [ ] = another dose, or the depositor's remark. Unless noted, calls come from the whole dose curve; as a rule, active = well fitted curve in the direction sought with a large enough effect; inconclusive = small, poorly fitted or top-dose-only effect, or another doubt; inactive = no such curve, though single readings can be large; an effect the other way counts as inactive or inconclusive. Only part of the results is shown. The share of hits here may be higher or lower than overall.
SMILES,FLuc counter,Rab9 prom act,Giardia kill,PKM2 activator,BRCA1 expr act,NPC1 prom act,p53 reactivation,Menin-MLL TR inh,RORg inh,Gal4-VP16 FLuc,ELG1 genotoxic
Cc1ccc(S(=O)(=O)N2CCN(C(=O)CN3CCN(C)CC3)C2)cc1,-1%,3%,-15,-1%,-4%,-1%,-2%,-12%,0%,-1%,3%
Cc1cccc(C)c1N1C(=O)CCC(C)(C)C1=O,1%,4%,7,nt,29%,-4%,-1%,-5%,3%,6%,-1%
CCC(=O)Nc1sc(C(=O)Nc2ccccc2OC)c(C)c1C(=O)OC,-10%,-3%,33[activator],-5%,-5%,18%,0%,25%,6%,-5%,3%
N#Cc1ccc(CSc2nnc(-c3ccncc3)n2CCc2ccccc2)cc1,3%,8%,-12,4%,-46%,0%,-1%,-10%,-13%,-8%,-6%
CCN1C(=O)/C(=C\c2ccc3c(c2)OCO3)C(C(=O)OC)=C1C,1%,4%,-4,7%,13%,-2%,-3%,-11%,-10%,0%,-1%
Cc1nnc(SCC(=O)N2CCCc3ccccc32)[nH]c1=O,0%,2%,2,3%,6%,2%,5%,-5%,3%,8%,3%
CC(C)OC(=O)c1cn(-c2ccccc2)nc1-c1ccc2c(c1)OCCO2,-6%,1%,8,2%,-40%,-1%,-1%,5%,-14%,3%,0%
CSc1ccccc1NC(=O)c1noc(C)c1[N+](=O)[O-],2%,-8%,-9,nt,-9%,-5%,24%,nt,6%,0%,0%
CC(C)(C)NC(=O)C1CCN(c2ccc(S(=O)(=O)N3CCOCC3)cc2Cl)CC1,0%,-19%,-1,-1%,0%,-1%,0%,-11%,9%,-9%,0%
CC(C)(CNC(=O)c1cccs1)N1CCOCC1,0%,-5%,-6,nt,-10%,0%,-3%,nt,nt,nt,-1%
COc1ccc(NS(=O)(=O)c2ccc(NC(=S)NC(=O)/C=C/c3ccccc3)cc2)nn1,-5%,0%,6,2%,-1%,-3%,-4%,?,?,?,-1%
O=[N+]([O-])c1ccc(O)c(P(=O)(c2ccccc2)c2ccccc2)c1,5%,-1%,0,nt,-16%,-2%,-1%,-10%,-16%,3%,-1%
CCOC(=O)c1cccc(NC(=O)C2CCCO2)c1 (configuration not stated),2%,0%,5,2%,12%,6%,-4%,-5%,22%,10%,5%
CC(C)(C)NC(=O)C(=O)NCCC1=CCCCC1,-14%,0%,-4,-14%,?,8%,23%,1%,28%,14%,9%
Cc1cccc(NC(=O)CC2NCCNC2=O)c1 (configuration not stated),3%,-8%,13,5%,0%,-1%,2%,?,?,-2%,5%
O=C(c1ccc(Cl)s1)N1CCN(C23CC4CC(CC(C4)C2)C3)CC1,3%,5%,4,-9%,19%,-6%,?,nt,1%,3%,6%
Cc1c(Cl)cccc1NC(=O)C1=COCCO1,-7%,14%,1,nt,43%,1%,15%,nt,nt,nt,6%
CC(C)n1cc(CN2CCCC(C(=O)Nc3ccccc3Oc3cccnc3)C2)cn1 (configuration not stated),-1%,0%,-4,2%,0%,-2%,10%,-17%,15%,-10%,0%
CC(=O)NC1=NN(C(C)=O)C(C)(CS(=O)(=O)c2ccc(C)c(C)c2)S1 (configuration not stated),0%,-6%,-5,1%,-6%,2%,1%,0%,0%,9%,1%
Cc1nc2c(C(=O)N3CCN(c4ccccn4)CC3)cnn2c(C)c1Cc1cccc(Cl)c1,0%,-1%,-19,1%,-23%,3%,-18%,-8%,29%,-16%,3%
O=C(COC(=O)c1cc(Cl)ccc1O)c1ccc2c(c1)OCO2,1.9µM*,30%,-2,nt,32%,?,22%,nt,nt,nt,8%
COCC(=O)N1CCCC(CNS(=O)(=O)c2ccc(OC)cc2)C1 (configuration not stated),0%,2%,-17,-4%,0%,-5%,4%,13%,2%,-16%,1%
CC(Sc1nnc(C2CC2)n1C1CC1)C(=O)Nc1ccc(C(N)=O)cc1 (configuration not stated),nt,0%,14,nt,10%,0%,-9%,nt,nt,nt,2%
CC(C)NC(=O)C1(S(=O)(=O)c2ccccc2)CC=CC1,0%,-4%,16,3%,13%,1%,6%,-1%,-7%,-2%,1%
CC(C)C(=O)Nc1nc2c(c(=O)[nH]1)CCCC2,-2%,-5%,5,1%,-8%,-7%,2%,0%,-12%,4%,0%
Cn1nccc1NC(=O)CC(CC(=O)O)c1ccccc1 (configuration not stated),-1%,4%,-3,-8%,7%,3%,?,nt,-1%,-4%,1%
CN(C(=O)Cn1nc(C(=O)O)c2ccccc2c1=O)c1ccccc1,-2%,0%,26,-1%,11%,-3%,5%,-6%,14%,19%,2%
Cc1cccc(C)c1NC(=S)N(CCCN1CCOCC1)Cc1cccnc1,-3%,-10%,-1,-2%,-5%,-1%,-1%,-1%,-20%,0%[10 µM],2%
C/C(=N/NS(=O)(=O)c1cc(C)ccc1C)c1c[nH]c2ccccc12,4%,-10%,11,-2%,-49%,0%,8%,nt,?,-24%,-5%
CC(C)C(=O)Nc1ccc(NC(=O)c2ccc([N+](=O)[O-])cc2Cl)cc1,2%,-2%,-14,-5%,-10%,-4%,2%,-1%,?,18%,0%
C#CCOCCOCCOCCNc1nc(N2CCN(C(=O)CCCCCCCCCCNC(=O)[C@H]([C@@H](C)CC)n3cc(CCCCN=C(N)N)nn3)CC2)nc(N2CCN(C(=O)CCCCCCCCCCNC(=O)[C@H]([C@@H](C)CC)n3cc(CCCCN=C(N)N)nn3)CC2)n1,?,2%,nt,nt,nt,-2%,-21%,nt,nt,nt,0%
O=C(Cc1c(Cl)cccc1Cl)OCC(=O)N1CCc2ccccc2C1,?,1%,64[activator],1%,27%,2%,-2%,-15%,?,13%,2%
COc1ccc(CCNC(=O)c2coc(=O)c(Br)c2)cc1,0%,9%,0,nt,-60%,9%,-16%,33%[activator],-30%,1%,18µM*
CC(Sc1nc2ccccc2c(=O)n1CC1CCCO1)C(=O)N(C)c1ccccc1 (configuration not stated),1%,-1%,-10,nt,-28%,0%,-2%,nt,nt,nt,-7%
Cc1onc(-c2ccccc2)c1C(=O)N1CCCC(C(F)(F)F)C1 (configuration not stated),12%,-5%,20,-6%,3%,-3%,20%,nt,-6%,-5%,-2%
COc1ccc(CCn2c(N)cc(=O)[nH]c2=S)cc1OC,1%,-4%,-6,1%,-2%,-1%,-10%,-2%,-18%,-10%,13%
COC(=O)[C@H](C)NC(=O)Nc1ccc(OC)c(OC)c1,-2%,1%,-13,-5%,-22%,-6%,-10%,-6%,-7%,1%,-1%
COC(=O)C1=CN(Cc2ccc(OC)c(OC)c2)C=C(C(=O)OC)C1c1ccc(O)cc1,-1%,5%,6,4%[11.5 µM],-12%,-4%,-11%,-3%,27%,5%,5%
CC(=O)c1cnc2c(-c3ccccc3)c(C(F)(F)F)nn2c1C,-4%,-1%,6,-5%,-24%,-8%,7%,?,26%,1%,7%
Fc1cccc(CN2CCCCCCC2)c1,0%,-7%,-6,0%,2%,1%,-8%,-1%,25%,1%,-2%
C=CCN(C(=O)Cc1cccs1)c1nc(-c2ccc(S(C)(=O)=O)cc2)cs1,17µM*,?,29,3%,0%,?,?,?,?,-22%,0%
CCOC(=O)N1CCN(S(=O)(=O)c2ccc(C(=O)Nc3nc4ccccc4s3)cc2)CC1,0%,-6%,12,-2%,-61%,0%,-7%,-26%,15%,2%,-1%
O=C(COc1ccccc1F)NNC(=O)c1ccc2c(=O)n3c(nc2c1)CCC3,-3%,4%,-5,nt,-3%,-2%,9%,nt,nt,nt,7%
O=C1/C(=C/c2cccs2)SC(=S)N1N1CCOCC1,?,0%,-14,1%,1%,1%,0%,nt,7%,-15%,4%
COc1cccc(CNc2nc3ccccc3n2C(C)C)c1O,-18%,5%,29,?,23%,0%,-4%,-13%,?,23%,-3%
